Platelet DG rel = modulates dense granule release in human platelets. human platelet-rich plasma, SFLLRN dense granule ATP release, luminescence. inhibition, %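 (compounds screened at 7.5 µM in platelet-rich plasma)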. hit rate 0.22% among 300,000. AID 1663;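 active means mean replicate score, as percent of positive control, at or above 50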
KLF5 inhibitor = suppresses KLF5 promoter-driven expression; inhibition, % at 5 µM; DLD-1 KLF5 promoter-luciferase reporter, luminescence; AID 1700; hit rate 0.23% among 290,000;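 active means inhibition above a per-plate limit of that plate's mean compound inhibition plus 3 SD, cut at about 60% in these data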;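 further: 0% = DMSO wells and 100% = LY294002 at 200 µM; higher means less KLF5 promoter-driven luciferase light; inactives centre near -14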
HIF act = HIF pathway transcriptional activation | activation, % at 7.5 µM (by protocol) | U2OS HRE-luciferase reporter, luminescence; normalized: DMSO 0%, desferrioxamine 100% | hit rate 0.32% among 300,000;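 active means mean activation of at least 10% of the iron chelator positive control signal, with at least half of replicates also reaching 10%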
IEC-6 cytotox = IEC-6 cytotoxicity, counter-screen for KLF5 inhibitors. hit rate 0.78% among 290,000. inhibition, % at 5 µM. AID 1825. luminescence viability; in the data active means inhibition above about 22%;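 further: 0% = plate median of test compound wells and 100% = cytotoxic reference compound wells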
AI-2 QS modul = modulators of Vibrio harveyi AI-2 quorum sensing system. Vibrio harveyi JMH597 AI-2 luminescence/OD600 ratio, 9 h; hits give low values; strain lacks LuxN and CqsS sensors; 0 = neutral-control median. activity change, % at 7.5 µM. hit rate 0.4% among 300,000. AID 2094; in the data active means activity change below about -75%, passing the limit was not always enough;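 further: luminescence divided by OD600 gain over 9 h not by final OD600 alone; inactives centre near 13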
SKKanGAS inh = inhibitors of SKKanGAS S. pyogenes growth in kanamycin (SK-promoter or general growth effect) | BacTiter-Glo, 6 h | inhibition, % at 7.5 µM | hit rate 1.3% among 300,000;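 active means mean replicate score, as percent of positive control median, at least 50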;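 further: strain carries kanamycin resistance gene driven by streptokinase promoter and grows in 40 µg/ml kanamycin; loss of luminescence reflects streptokinase promoter inhibition or plain growth inhibition; 0% = median of DMSO wells and 100% = positive control at its reference dose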
HSF-1 act = increases HSF-1 driven luciferase reporter signal. activation, % at 9 µM. NIH3T3-HGL HSF-1 luciferase reporter, MG132, 8 h; 100% = twice DMSO control signal. hit rate 1.7% among 300,000;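 active means mean replicate activation of at least 50% with a set share of replicates each reaching 50%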;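 further: 0% = median of the neutral control wells and 100% = twice that signal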
aSyn 5UTR inh = MLPCN primary screen, SNCA 5' untranslated region; hit rate 0.82% among 300,000; alpha-synuclein 5'UTR reporter, inhibitor activity; inhibition, % (tested at 7.5 µM); in the data active means inhibition above about 60%;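 further: H4 neuroglioblastoma cells stably carrying SNCA 5'UTR luciferase fusion; 0% = DMSO wells and 100% = positive control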
HSP90 refold inh = HSP90 refolding inhibition in rabbit reticulocyte lysate; luciferase refolding luminescence, 3 h; inhibition, % at 5.6 µM; hit rate 0.91% among 290,000; AID 1789;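 active means inhibition above the screen-wide mean plus 3 SD, computed separately per campaign, cut at about 16% in these data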;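 further: 0% = DMSO wells and 100% = 60 µM geldanamycin wells; inhibitors lower the luminescence because luciferase stays unfolded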
HSF1 inh = HSF1 inhibition | NIH3T3-HGL HSE-luciferase, MG132-induced, luminescence 8 h; hits give low values | activity change, negative = inhibition, % at 7.5 µM (by protocol) | hit rate 0.77% among 300,000 | AID 2098;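 active means more than half of replicate wells show activity change below -50%, luminescence cut by over half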;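 further: luciferase reports HSF-1 transcriptional activity via heat shock element; 0% = median of DMSO wells and -100% = zero luminescence signal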
Active calls of the source: *; / = not tested or not shown.

SMILES | Platelet DG rel | KLF5 inhibitor | HIF act | IEC-6 cytotox | AI-2 QS modul | SKKanGAS inh | HSF-1 act | aSyn 5UTR inh | HSP90 refold inh | HSF1 inh
Cc1nc(-c2ccc(C(=O)Nc3cc(S(N)(=O)=O)ccc3C)cc2)cs1 | -1 | -40 | 1.5 | 7 | 22 | -5 | 7 | -7 | 2 | 1
O=C(CSc1n[nH]c(-c2ccncc2)n1)NC1CCS(=O)(=O)C1 (centres undefined) | -2 | -18 | 0.0 | -3 | 9 | -6 | -6 | 16 | -1 | -5
c1ccc(CSc2ccc(-c3ccccn3)nn2)cc1 | 3 | -108 | 10* | 11 | -54 | 0 | 18 | -56 | 6 | 24
CS(=O)(=O)c1nc([N+](=O)[O-])nn1CCCc1ccccc1 | 17 | / | -4.6 | / | 35 | -4 | 26 | -6 | / | 18
COc1ccc(CCNS(=O)(=O)c2cccc3nsnc23)cc1OC | 5 | -8 | -0.3 | 4 | 18 | 1 | -8 | 6 | 5 | 4
O=C1N(c2ccccc2)C(c2ccc(Cl)cc2)N2CCCN12 (centres undefined) | 10 | -17 | 2.3 | 5 | 23 | 1 | -2 | -1 | 5 | -4
CCCCCn1cnc2c(sc3nc4c(cc32)CSC(C)(C)C4)c1=O | -16 | -17 | 1.6 | -3 | 22 | 3 | -32 | -130 | -1 | -14
N#CCCN1CCN(C(=S)c2ccc(-c3cc(Cl)ccc3Cl)o2)CC1 | 0 | -5 | -0.1 | 4 | 40 | 16 | 12 | -6 | -4 | 1
Cc1ccc(S(=O)(=O)c2nc(S(C)(=O)=O)sc2N2CCCCC2C)cc1 (centres undefined) | 3 | -39 | -1.4 | 9 | 28 | 4 | 38 | -7 | 1 | 13
Cc1ccc(S(=O)(=O)N2CCN(C(=O)CSc3nnc(C)s3)C2)cc1 | -7 | -43 | -0.5 | 2 | 20 | 1 | 13 | -7 | 0 | 6
Cc1ccccc1NC(=O)C(C)O/N=C/c1cccc([N+](=O)[O-])c1 (centres undefined) | / | -28 | -2.2 | 3 | 23 | 3 | 6 | -7 | 0 | -5
COc1ccc(C2=CSC3=NCCN23)cc1OC | -3 | -16 | -0.9 | 0 | 12 | -7 | -6 | 14 | 1 | -3
COCCn1c(N)c(N(Cc2ccccc2)C(=O)c2ccc(C#N)cc2)c(=O)[nH]c1=O | 10 | 5 | -0.4 | 6 | 12 | 5 | 55* | 35 | -3 | 13
COc1ccc(NC(=O)CSc2nccn2Cc2ccc(F)cc2)cc1 | 4 | 0 | -0.9 | 3 | 22 | 6 | 0 | -16 | -3 | 7
O=C(c1cccnc1)N1CCN(S(=O)(=O)c2cccc(Cl)c2)CC1 | -13 | -41 | -0.2 | 0 | 14 | -1 | -9 | 0 | -3 | -6
CCOc1ccc(C(=O)Nc2cc(NC(=O)c3ccc(OCC)c(Cl)c3)cc(C(=O)O)c2)cc1Cl | -1 | -11 | -0.3 | 1 | -16 | 29 | 11 | 10 | -2 | 2
CN(C)C(=O)c1ccc(Nc2ncnc3sc4c(c23)CCCCC4)cc1 | -3 | -12 | -0.2 | 10 | 9 | -6 | 0 | 9 | -4 | 6
Cc1cc(NC(=O)CSCC(=O)N(C)Cc2ccc(F)cc2)no1 | 26 | -3 | -0.2 | 1 | 14 | -3 | -6 | -1 | 0 | -4
CN(Cc1ccccc1)c1ncnc2sccc12 | 2 | -20 | -0.3 | -4 | -13 | 7 | 9 | -12 | -2 | 0
CC(C)[C@H](NC(=O)c1ccc(F)cc1)C(=O)NC1=NCCS1 | -4 | -35 | 1.1 | -6 | / | -1 | 9 | 2 | 0 | -3

3 compounds out of the list above, arranged by the value under AI-2 QS modul, highest first.
Molecule,Platelet DG rel,KLF5 inhibitor,AI-2 QS modul,HSF-1 act,aSyn 5UTR inh,HSP90 refold inh,HSF1 inh
Cc1cc(NC(=O)CSCC(=O)N(C)Cc2ccc(F)cc2)no1,26,-3,14,-6,-1,0,-4
COc1ccc(C2=CSC3=NCCN23)cc1OC,-3,-16,12,-6,14,1,-3
CCOc1ccc(C(=O)Nc2cc(NC(=O)c3ccc(OCC)c(Cl)c3)cc(C(=O)O)c2)cc1Cl,-1,-11,-16,11,10,-2,2

The listing continues.
SMILES | Platelet DG rel | KLF5 inhibitor | HIF act | IEC-6 cytotox | AI-2 QS modul | SKKanGAS inh | HSF-1 act | aSyn 5UTR inh | HSP90 refold inh | HSF1 inh
CCN(CC)S(=O)(=O)c1cc(NC(=O)c2cc([N+](=O)[O-])ccc2N2CCOCC2)ccc1C | 21 | -17 | -1.0 | 0 | -1 | 15 | -1 | 13 | 2 | -7
CSc1nnc(CSc2cc(C)nc(N(C)C)n2)o1 | -5 | -15 | 0.6 | 3 | 31 | -3 | 7 | 12 | 3 | -9
N#Cc1nc(Cc2ccccc2)oc1N1CCC(Cc2ccccc2)CC1 | 0 | -9 | 0.2 | -1 | 21 | 41 | 14 | 20 | -2 | 8
CCOc1cc(/C=N/NC(=O)CSc2nncn2C)ccc1OCc1ccccc1 | 0 | 3 | -0.2 | 3 | 8 | 13 | -44 | 14 | 4 | -26
COc1cccc(OC)c1OCCCCn1cnc2ccccc2c1=O | 1 | 3 | 0.3 | -5 | 2 | -4 | 9 | 4 | 0 | 4
CCc1[nH]nc(C(=O)N2CCCC(Nc3cccc(F)c3)C2)c1C (centres undefined) | 11 | -35 | 0.7 | -2 | 15 | 20 | -42 | -33 | 8 | -45
CCN1C(=O)/C(=C/N2CCc3ccccc3C2)SC1=S | 0 | -31 | 3.5 | 0 | 35 | 0 | 46 | -108 | -1 | 27
CCOCCOC(=O)C1=C(C)NC(=O)NC1c1cc2c(cc1Br)OCO2 (centres undefined) | / | -38 | 0.3 | 0 | 32 | 2 | 11 | 13 | 3 | -4
O=C(O)CC(NC(=O)C1c2ccccc2Oc2ccccc21)c1ccc(OC2CCCC2)cc1 (centres undefined) | -3 | 11 | -0.1 | 3 | 33 | 2 | 4 | 11 | 4 | 4
O=C1NC(c2ccccc2O)Nc2ccccc21 (centres undefined) | -7 | -50 | -15 | -6 | -9 | -15 | 13 | -19 | 0 | 18
O=C(CN1CCN(C(=O)C2COc3ccccc3O2)CC1)Nc1ccccc1 (centres undefined) | -3 | -22 | -0.2 | -1 | 18 | -3 | -4 | -1 | 4 | -1
Cc1cc(=O)[nH]c(SCC(=O)NCCC2=CCCCC2)n1 | -2 | -25 | -0.7 | 8 | 15 | -7 | -9 | -10 | 1 | -1
CCOC(=O)/C(=N\Nc1cccc(C(F)(F)F)c1)N1CCOCC1 | 1 | -15 | 708* | 4 | 23 | -7 | 3 | 6 | 1 | -2
NC(=O)CCC(=O)N1CCCC(C(=O)c2ccc(C(F)(F)F)cc2)C1 (centres undefined) | / | -31 | 0.8 | 1 | 17 | 2 | -6 | 3 | 2 | -3
Cc1ccc(S(=O)(=O)c2cnc(-c3ccccc3)nc2N2CCN(C)CC2)cc1 | 15 | -8 | -0.7 | -2 | -31 | -3 | 10 | -1 | 1 | 4
Cc1cccc(N2CCN(C(=O)c3ccncc3)CC2C)c1 (centres undefined) | -2 | -5 | 0.6 | 6 | 18 | 5 | 7 | -8 | -1 | 1
COc1cccc2cc(-c3csc(CCn4nc(C)cc4C)n3)c(=O)oc12 | -22 | 0 | 1.2 | 4 | 2 | 6 | -10 | -34 | -2 | 3
Cc1ccc(S(=O)(=O)N/N=C/c2ccc(OC3CSC3)cc2)cc1 | 0 | -3 | -1.6 | 1 | 14 | / | 0 | -14 | 4 | -6
CCSc1nsc(NC(=O)Nc2cccc(OC)c2)n1 | -12 | -63 | 1.9 | 1 | -11 | 14 | -11 | -140 | 0 | -3
CC(C)(C)CC(=O)NCCc1csc(-c2ccccc2)n1 | -3 | -63 | 1.6 | -2 | 23 | -22 | 63* | -59 | 1 | 41
COc1ccc(C(=O)SC2=NCCS2)cc1OC | -2 | -8 | -0.4 | 4 | 14 | 0 | -25 | 19 | -2 | 6
CC1=NN(C(N)=S)C(=O)C1N=Nc1ccc(F)cc1 (centres undefined) | 2 | -129 | 2.9 | -1 | 7 | -9 | 53* | -89 | -1 | 31
COc1cc(/C=N\NC(=O)c2ccc(=O)[nH]n2)cc(OC)c1OC | -13 | 4 | 1.2 | 0 | 25 | 34 | -8 | -1 | 1 | -16
Cc1ccc(NC(=S)NC(=O)c2c(-c3ccccc3Cl)noc2C)cc1 | -3 | -9 | -0.1 | 5 | 3 | -13 | 5 | -4 | 1 | 0
Cc1ccc(S(=O)(=O)N2CCCN(C)CC2)cc1 | 0 | -51 | -0.1 | -2 | 21 | -2 | -9 | 5 | -5 | 1
O=C(Nc1ccc2snnc2c1)N1CCN(c2ccccc2)CC1 | -2 | -28 | -0.4 | 4 | 11 | 9 | 12 | 20 | 2 | -2
Cc1nnsc1S(=O)c1ccc(Cl)c(Cl)c1 (centres undefined) | -5 | -17 | -0.2 | -9 | -7 | 1 | -85 | -89 | -2 | -81*
O=C(Nc1scc(-c2ccc(F)cc2)c1C(=O)O)c1ccco1 | -3 | -51 | 0.5 | -2 | 25 | 12 | 27 | -77 | -1 | 18
CN(C)NC(=O)C(NC(=O)c1ccccc1)C12CC3CC(CC(C3)C1)C2 (centres undefined) | -4 | 8 | 0.0 | -12 | 32 | 2 | -1 | -6 | -3 | -4
O=C(NCCc1ccccc1)c1cc2ccccc2oc1=O | -6 | -75 | -38 | -6 | 3 | -1 | 28 | -50 | 0 | 17
CSc1ccccc1OCc1cc(C(=O)N(C)Cc2c(C)n[nH]c2C)no1 | 5 | -61 | -0.8 | 5 | 36 | 10 | 5 | -13 | 0 | -1
CCN(CC)c1ccc(C=Nc2cc(C)ccc2C)c(O)c1 | 2 | -7 | 0.3 | -9 | 16 | 28 | 4 | -28 | -3 | 0
COc1cccc(NC(=O)c2ccc(NC(C)=O)cc2)c1 | -4 | -36 | 0.5 | 5 | -13 | 10 | -4 | -57 | -9 | 1
Cc1ccc(CNC(=O)COC(=O)c2cc3c(s2)CCC(C)C3)cc1 (centres undefined) | -5 | -11 | 0.0 | -3 | 30 | -1 | -6 | 24 | -3 | -10
COc1cc(CNCc2ccccn2)ccc1OCc1cccc(Cl)c1 | 7 | -20 | 0.3 | -4 | 30 | -8 | 6 | -40 | 1 | 10
CC(Nc1ccc(F)cc1F)C(=O)NC(=O)NC1CCCCC1 (centres undefined) | 3 | -31 | -1.0 | -7 | 14 | -4 | 20 | 16 | 1 | 10
Cc1cccc(C(=O)NCCN2CCN(c3ccccc3)CC2)c1 | -5 | 3 | -0.1 | 4 | 42 | -4 | -18 | -1 | 1 | 2
CCOc1ccc(C(=O)C[n+]2ccc(C(=O)NCc3ccccc3)cc2)cc1 | -8 | 22 | -0.7 | 3 | -6 | -11 | 0 | 2 | 5 | 7
O=C(CCNS(=O)(=O)c1ccccc1)OCC(=O)c1ccc(F)cc1 | 0 | / | -33 | / | 14 | 13 | 4 | 14 | / | 0
COCCCn1c(C(=O)NCCC2=CCCCC2)cc2c(=O)n3cccc(C)c3nc21 | -20 | -5 | 0.1 | -2 | 23 | 4 | -12 | -52 | -4 | -7
Cc1noc(C)c1CSCC(=O)Nc1cc(S(C)(=O)=O)ccc1Cl | -7 | / | -0.1 | / | 14 | 0 | -4 | 11 | / | 1
CN=C(c1ccc([N+](=O)[O-])cc1)N1CCCCC1 | -1 | 11 | -0.2 | -5 | 13 | 1 | 2 | 7 | 2 | -3
CC(=O)Nc1sc(C)c(C)c1C(=O)OCC(=O)Nc1cc(S(C)(=O)=O)ccc1Cl | -3 | 3 | -7.1 | 3 | 16 | 5 | 1 | 4 | 9 | 1

High-throughput results (PubChem BioAssay)
